TRHR enhancer – allosterically enhances the human TRH receptor | enhancement, % at 2 µM | TRHR cells, fluo-8 calcium fluorescence, EC20 TRH enhancement | P34981 | 360,000 tested, 0.66% active | AID 493056; in the data active means enhancement above about 30%; further: 0% is about no effect
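Enhancer read-out: after compound pinning and an initial kinetic agonist-mode read, an EC20 of TRH (10 nM final) was injected and fluo-8 calcium signal (Ex 480/Em 530) followed at 1 s/cycle for 100 cycles in TRHR-expressing cells.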
D1 agonist – activates the human D1 dopamine receptor | HEK293 T-REx D1 cells, calcium flux, agonist mode | AID 504660 | P21728 | 360,000 tested, 1% active | activation, % at 2 µM; in the data active means activation above about 30%; further: 0% is about no effect
Target sequence (P21728 whole entry, looked up): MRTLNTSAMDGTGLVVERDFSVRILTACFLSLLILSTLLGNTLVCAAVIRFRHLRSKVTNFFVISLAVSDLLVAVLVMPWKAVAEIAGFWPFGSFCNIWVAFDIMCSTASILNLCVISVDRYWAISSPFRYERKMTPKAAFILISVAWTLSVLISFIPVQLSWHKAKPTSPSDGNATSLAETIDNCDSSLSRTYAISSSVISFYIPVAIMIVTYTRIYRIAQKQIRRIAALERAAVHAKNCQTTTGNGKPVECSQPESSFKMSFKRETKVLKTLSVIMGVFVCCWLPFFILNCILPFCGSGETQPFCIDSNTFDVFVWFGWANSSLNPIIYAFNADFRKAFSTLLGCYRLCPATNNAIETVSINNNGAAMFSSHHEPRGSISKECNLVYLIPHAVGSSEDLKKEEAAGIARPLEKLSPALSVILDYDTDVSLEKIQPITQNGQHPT
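Tetracycline-induced HEK293 TREx D1 cells, force-coupled to calcium signalling, were dye-loaded with a no-wash calcium kit. Compound was pin-added after a 10 s baseline. Fluorescence was read kinetically at 1 cycle/s for 180 s, with calcium rises flagged as agonism.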
D2 PAM – positively modulates the human D2 dopamine receptor allosterically | 340,000 tested, 0.34% active | potentiation, % at 10 µM | P14416 | HEK293 T-REx D2, calcium flux, EC20 dopamine potentiation;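 active means potentiation over 3 SD above the plate norm, cut at about 30% in these data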; further: 0% is about no effect
Target sequence (P14416 whole entry, looked up): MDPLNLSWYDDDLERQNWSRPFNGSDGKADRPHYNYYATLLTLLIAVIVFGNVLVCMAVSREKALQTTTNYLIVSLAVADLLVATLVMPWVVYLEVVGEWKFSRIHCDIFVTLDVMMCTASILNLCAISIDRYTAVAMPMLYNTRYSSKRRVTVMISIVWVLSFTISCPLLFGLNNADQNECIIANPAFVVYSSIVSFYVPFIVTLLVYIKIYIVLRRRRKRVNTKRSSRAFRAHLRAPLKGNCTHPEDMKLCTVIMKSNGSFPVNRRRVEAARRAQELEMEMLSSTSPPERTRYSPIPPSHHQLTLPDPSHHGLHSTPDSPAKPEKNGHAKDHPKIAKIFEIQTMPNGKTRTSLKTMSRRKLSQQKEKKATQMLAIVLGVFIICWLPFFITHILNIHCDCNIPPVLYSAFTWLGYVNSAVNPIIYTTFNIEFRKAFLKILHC
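Potentiation of an EC20 dopamine calcium response is measured in a force-coupled, tetracycline-inducible Hek293 Trex D2 line. Compound-only kinetic reads over 180 s flag agonists before dopamine addition.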
RXFP1 agonist – agonists of human relaxin receptor RXFP1 | Potency, µM (highest dose often 57.5 µM), for inactives: at the highest dose activation, actives largely listed as activators | Q9HBX9 | HEK293T-RXFP1 cAMP TR-FRET, 30 min; response scale: percent of porcine relaxin response, buffer zero | 370,000 tested, 0.3% active; active means well fitted activation curve with a large enough effect; inconclusive means small, poorly fitted or top-dose-only effect; further: potency means the concentration at half of the fitted maximal effect; on the % scale 0 is the no-effect control and ±100 the full control effect; nearly all actives have a fitted effect of over 60% in size; many of its hits are not listed in these tables
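HEK293T cells stably expressing RXFP1 were pretreated with the PDE4 inhibitor Ro 20174, exposed to compounds for 30 min at 37C, lysed, and cAMP was read by TR-FRET. Data normalized to buffer (basal) and 29 nM porcine relaxin (100%).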
D2 antagonist – D2 dopamine receptor (human) antagonism. HEK293 TREx D2 cells, calcium flux, dopamine EC80. AID 485344. P14416. inhibition, % at 10 µM. 340,000 tested, 2% active; in the data active means inhibition above about 30%; further: 0% is about no effect
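Calcium mobilization kinetics were recorded at 1 s intervals in tetracycline-induced HEK293 T-REx D2 cells, first for 180 s after compound addition and then 180 s after EC80 dopamine.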
D2 agonist – D2 dopamine receptor (human) agonism; P14416; activation, % at 2 µM; HEK293 T-REx D2 cells, calcium flux agonist mode; 340,000 tested, 0.53% active;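 active means activation over 3 SD above normal in the single-dose calcium agonist read, cut at about 30% in these data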; further: 0% is about no effect
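Agonism scored from kinetic calcium signal (1 read/sec, 180 s) following compound pin transfer, after a 10 s baseline. Cells: HEK293 Trex line expressing inducible D2 receptor coupled to calcium, dye-loaded after overnight culture at 30 C.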
D1 potentiator – human D1 dopamine receptor positive modulation | potentiation, % at 10 µM | HEK293 TREx D1 cells, calcium flux, dopamine EC20 potentiation | P21728 | 360,000 tested, 0.036% active; in the data active means potentiation above about 30%; further: 0% is about no effect
RXFP1 antagonist – RXFP1 (human) relaxin receptor antagonism. HEK293-RXFP1, relaxin-stimulated cAMP HTRF, 30 min; stronger effect = lower value. 350,000 tested, 0.59% active. activity change, negative = inhibition, % at 57.5 µM;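 active means activity change of -60% or lower, but not beyond a set lower limit; inconclusive means change between -60% and -40%, or beyond the set limit; inactive means change above -40%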; further: on the % scale 0 is the no-effect control and ±100 the full control effect
D1 antagonist – human D1 dopamine receptor antagonism | HEK293 TREx D1 cells, calcium flux, dopamine EC80; stronger effect = lower value | activity change, negative = inhibition, % at 10 µM | 360,000 tested, 3.2% active; in the data active means activity change below about -30%; further: on the % scale 0 is the no-effect control and ±100 the full control effect
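Tetracycline-induced HEK293 Trex D1 cells, force-coupled to calcium, dye-loaded; compounds added and read 180 s, then EC80 dopamine added and calcium flux tracked kinetically another 180 s.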
An asterisk follows results filed as active; ? = inconclusive; . = no result given; & = joins results of further samples. An excerpt; count on the stated rates, not on these rows.

SMILES	TRHR enhancer	D1 agonist	D2 PAM	RXFP1 agonist	D2 antagonist	D2 agonist	D1 potentiator	RXFP1 antagonist	D1 antagonist
Cc1c(C(c2cccc(Br)c2)c2c(C)n(C)n(-c3ccccc3)c2=O)c(=O)n(-c2ccccc2)n1C	-10.3	1.7	-3.1	2.3%	-7.0	0.2	-3.4	-3.9	-5.5
Cc1ccc(S(=O)(=O)Oc2ccc(/C=N/N=C3/NC(=O)C(CC(=O)O)S3)cc2)cc1 (stereo not given)	1.9	0.7	6.9	0.6%	-8.4	0.5	1.4	-10.0	13.6
COc1cc(C2CC(=O)Nc3c2c(=O)n(C)c2ncnn32)cc(OC)c1OC (stereo not given)	12.3	-0.9	5.0	26.6%	.	-0.8	-5.3	.	-6.7
CC(=O)N1CCN(c2csc3ccc(Br)cc3c2=O)CC1	6.8	3.4	-5.6	-1.0%	.	0.8	-0.5	-1.7	-12.7
O=[N+]([O-])c1ccc(/C=N/Nc2nc(N3CCCCC3)nc(N3CCCCC3)n2)cc1	-1.2	2.4	4.3	-1.1%	-5.5	-2.9	1.5	2.7	-14.8
COc1cccc(C(=O)C(C#N)=C(SC)SC)c1	-3.6	4.2	3.7	-1.0%	-0.6	-0.4	-1.8	-8.4	11.6
CC(=O)Nc1nc(CC(=O)c2ccccc2)cs1	0.2	2.7	-2.2	-0.1%	10.7	0.3	-12.6	.	-1.9
Cc1ccc(S(=O)(=O)N2CCC(C(=O)NNC(=O)c3ccccc3O)CC2)cc1C	10.3	-0.7	5.2	-0.1%	8.8	-0.2	3.2	-12.2	2.2
COc1ccc(Cl)cc1C(=O)Nc1ccc2nc(Nc3cccc(Cl)c3)cc(C)c2c1	1.3	1.4	2.5	1.9%	.	0.5	0.5	.	2.8
Cc1nc(-c2ccc(S(=O)(=O)Nc3cccc(Cl)c3)cc2)co1	15.0	2.2	13.9	-3.6%	-5.2	-0.5	-4.0	7.4	-1.0
Cc1cccc(C)c1NC(=O)c1cn(-c2ccccc2)nc1-c1ccccc1	2.2	2.3	8.0	0.9%	6.2	0.1	1.4	-16.8	5.4
CCCn1c(CN2CCN(C(C)=O)CC2)nc2cc(S(=O)(=O)N(C)C)ccc21	4.1	0.9	.	0.6%	-10.0	-2.7	1.9	5.8	9.9
COc1cccc(NC(=O)C(=O)NCc2ccncc2)c1	16.1	0.4	.	1.5%	.	.	1.1	-4.6	-18.6
CCOc1ccc(OCC)c(NC(=O)C2CCN(c3nnc(-n4cccc4)s3)CC2)c1	-4.8	0.7	-3.2	-1.7%	.	.	-4.0	.	-8.7
O=S(=O)(c1ccc(F)cc1)N1CC2CCCN2c2ccc(C(F)(F)F)cc21 (stereo not given)	-1.7	3.0	-1.7	1.3%	-7.5	-0.3	-2.4	3.2	3.3
N#C/C(=C\c1ccc([N+](=O)[O-])o1)c1nc2ccccc2[nH]1	-4.7	40.9*	-2.8	?	0.6	8.0	-6.0	-2.9	9.8
O=C(CCl)N1c2ccccc2SCC1c1ccccc1 (stereo not given)	2.3	2.7	-21.5	2.7%	-4.1	-0.1	-3.1	-4.1	-4.0
c1ccc2c(N3CCCC3)nc(-c3ccncc3)nc2c1	-11.7	1.1	2.8	3.0%	1.1	0.0	-4.0	-15.0	-0.9
Cc1ccc(-n2nc3c(Cl)nnc(C)c3c2C)cc1	2.0	1.2	-1.6	13.4%	-5.8	-1.3	0.2	.	-1.4
O=C(CN1C(=O)S/C(=C/c2ccncc2)C1=O)Nc1ccccc1	-4.2	8.1	-16.2	-0.1%	-17.6	1.0	-9.3	-6.2	-0.5
CN1CCN(c2nc3ccccc3nc2C(C#N)C(=O)OC2CCCCC2)CC1 (stereo not given)	2.6	4.0	13.7	0.3%	-11.6	0.5	-7.5	-8.6	3.2
COc1cc(NC(=O)CN2C(=O)NC(CC(C)C)C2=O)cc(OC)c1OC (stereo not given)	3.3	2.6	-4.0	-0.7%	-17.9	1.2	10.2	-3.5	-1.7
Cc1c(Cl)cccc1NC(=O)c1ccc(C(=O)Nc2cccc(Cl)c2C)cc1	12.1	-1.2	-1.2	3.3%	.	-0.7	-0.7	13.2	9.2
O=C1CSC(c2ccc(F)cc2)N1c1ccccc1F (stereo not given)	-0.5	3.5	-2.3	0.9%	8.7	-0.4	-6.2	-3.3	3.1
COc1ccc(-c2nnc3sc(CCN4C(=O)c5ccccc5C4=O)nn23)cc1	17.8	1.4	5.0	2.3%	4.5	-0.3	2.1	17.5	5.4
CC1CCc2c(sc(NC(=O)Cc3ccccc3)c2C(=O)Nc2ccc(Cl)cc2)C1 (stereo not given)	-2.5	21.8	1.4	0.0%	.	-0.7	20.1	-10.6	23.2
COc1ccc(OCC(O)CN2CCC(CN3C(=O)c4cccc5cccc(c45)C3=O)CC2)cc1 (stereo not given)	0.3	2.0	0.7	0.2%	-4.7	-1.4	-0.2	-9.5	1.5
CN1CCN(C(=O)CCN2C(=O)c3ccccc3S2(=O)=O)CC1	14.4	-1.3	.	7.3%	.	.	-0.8	4.0	-3.8
NNC(=O)c1cc(Br)cs1	-2.6	2.4	-9.1	3.9%	26.6	2.3	-3.0	-24.2	-1.2
O=C(COC(=O)CNC(=O)c1ccccc1)Nc1ccc2c(c1)OCO2	3.8	3.1	12.6	-0.2%	7.9	-0.6	6.4	-2.0	-1.8
CCOC(=O)c1c(Nc2cc(C)cc(C)c2)nnc(-c2ccccc2)c1-c1ccccc1	-2.6	-0.7	2.9	1.4%	.	.	4.3	.	11.3
Cc1cccc(C)c1OCC(=O)Nn1c(C)nc2ccccc2c1=O	-0.8	3.3	6.4	2.7%	1.3	-0.6	-0.7	-11.1	-1.3
Nc1nccc(/C=C/c2ccc(Cl)cc2)n1	3.0	-0.1	0.3	0.4%	-2.7	-2.2	1.1	-20.0	33.6
COc1ccc(Cl)cc1NC(=O)COC(=O)CNC(=O)c1ccc([N+](=O)[O-])c(C)c1	11.5	3.7	-22.1	-0.3%	-27.8	-1.4	-3.0	-0.1	1.1
O=c1c(S(=O)(=O)c2ccc(Cl)cc2)cn(Cc2ccccc2)c2ccc(F)cc12	15.3	4.1	2.3	1.5%	-9.5	1.4	1.9	-12.9	-1.6
Nc1nc(SCC(=O)N2CCc3ccccc3C2)[nH]c(=O)c1-c1ccccc1	-1.7	1.8	1.8	0.7%	8.6	0.6	-3.7	1.0	3.9
O=C(c1ccc(Cl)c(S(=O)(=O)N2CCOCC2)c1)N(c1ccccn1)C1CCCCC1	-0.8	4.2	2.3	-1.2%	-7.6	11.6	2.0	18.8	9.9
CC(C)(C)c1cc(CSC(=S)NC2CCS(=O)(=O)C2)c(Br)c(C(C)(C)C)c1 (stereo not given)	-4.8	3.1	-2.5	2.9%	-11.6	0.4	0.8	-12.3	4.7
N=C1C(c2nc3ccccc3s2)=C(O)CN1NC(=O)c1c[nH]c2ccccc12	6.1	-1.5	3.7	17.8%	6.6	1.2	4.1	?	-4.5
CCCCn1c(=O)c2oc3ccccc3c2n(Cc2ccc(C)cc2)c1=O	6.5	1.4	-8.5	-1.3%	.	0.3	-2.4	6.6	-9.0

Overlap with the part before: 2 entries; new compounds follow.
SMILES	TRHR enhancer	D1 agonist	D2 PAM	RXFP1 agonist	D2 antagonist	D2 agonist	D1 potentiator	RXFP1 antagonist	D1 antagonist
N=C1C(c2nc3ccccc3s2)=C(O)CN1NC(=O)c1c[nH]c2ccccc12	6.1	-1.5	3.7	17.8%	6.6	1.2	4.1	?	-4.5
CCCCn1c(=O)c2oc3ccccc3c2n(Cc2ccc(C)cc2)c1=O	6.5	1.4	-8.5	-1.3%	.	0.3	-2.4	6.6	-9.0
COc1ccc(CNC(=O)c2ccc(CS(=O)(=O)c3ccc(Br)cc3)o2)cc1	-3.3&4.7	7.1&8.0	7.8&13.3	0.3%&-1.3%	17.4	-0.5	-7.4&1.1	-9.5&2.8	-7.8&3.9
Cn1cccc1CC(=O)N/N=C/C=C/c1ccco1	9.8	2.6	-1.8	-1.2%	4.4	-1.2	-4.9	-2.9	3.1
CCOC(=O)C1=C(c2ccccc2)N=c2s/c(=C\c3cc(OC)c(OC)c(OC)c3)c(=O)n2C1c1cccs1 (stereo not given)	-4.2	240.2*	-4.1	-3.8%	-2.9	-0.1	-4.0	1.5	-1.4
COCCCn1c(SCC(=O)N2CCOCC2)nnc1-c1ccco1	9.0	4.5	-10.3	2.4%	1.5	0.2	-0.1	-7.0	0.2
CC12CN(C(=S)Nc3ccccc3)CC(C)(CN(C(=S)Nc3ccccc3)C1)C2=O	0.3	1.1	5.0	-0.7%	-15.6	-0.3	3.4	1.8	9.8
C(=Nc1ccc(N2CCOCC2)cc1)c1c[nH]c2ccccc12	1.8	2.0	-5.8	-3.4%	-11.3	0.7	-13.2	-8.4	5.8
CCCN1CCC(=O)N(CCOc2ccccc2)CC1	13.1	-0.4	-8.6	0.0%	20.6	-0.4	-6.2	.	-4.4
CCOc1ccc(N(CC(=O)NC2CC2)S(=O)(=O)c2ccc(C)cc2)cc1	0.6	0.5	.	1.2%	-12.2	1.8	-3.8	-10.2	-1.6
COCCOC(=O)c1c(C)oc2ccc(NS(=O)(=O)c3ccc(C)cc3)cc12	2.7	11.3	-6.3	-1.4%	-2.0	-2.5	1.9	-1.9	-8.2
NC(=O)c1ccc(NC(=O)COC(=O)CCCc2c[nH]c3ccccc23)cc1	-3.0	2.1	-4.6	-1.7%	-6.9	1.3	-1.1	0.1	-30.2*
CCOC(=O)C1(CCOc2ccccc2)CCN(Cc2ccc3c(c2)OCCO3)CC1	7.9	3.1	-24.1	-0.1%	-7.0	0.1	-2.1	-10.9	-43.5*
Cc1ccc(-c2nc3cc(NC(=O)c4cc(Br)ccc4Cl)ccc3o2)cc1	2.2	6.7	12.2	-1.1%	.	-2.1	-2.4	-4.7	10.1
O=c1nc(/C=C/c2ccc(O)c(O)c2)oc2ccccc12	4.0	11.2	17.0	4.0%	-9.9	-0.9	-1.3	-12.6	3.3
COCC(C)N1CCC(n2nccc2NC(=O)c2ccc3c(c2)OCO3)CC1 (stereo not given)	16.1	1.0	-12.4	-0.1%	9.7	0.4	-7.7	-4.1	1.2
C/C(=N\NC(=O)c1cccc([N+](=O)[O-])c1)c1cccnc1	3.5	0.9	24.8	2.8%	-10.3	-1.7	-1.4	8.4	8.9

Profiles, looked up by structure. Values in the order: TRHR enhancer | D1 agonist | D2 PAM | RXFP1 agonist | D2 antagonist | D2 agonist | D1 potentiator | RXFP1 antagonist | D1 antagonist
C(=Nc1ccc(N2CCOCC2)cc1)c1c[nH]c2ccccc12 across the screens: 1.8 | 2.0 | -5.8 | -3.4% | -11.3 | 0.7 | -13.2 | -8.4 | 5.8
O=c1nc(/C=C/c2ccc(O)c(O)c2)oc2ccccc12 across the screens: 4.0 | 11.2 | 17.0 | 4.0% | -9.9 | -0.9 | -1.3 | -12.6 | 3.3
